Source: PubChem (National Center for Advancing Translational Sciences (NCATS))
HP1b chromo inh = blocks HP1-beta chromodomain binding to methylated histone tails | P83916 | hit rate 0.56% among 390,000 | AlphaScreen HP1-beta / biotin-H3K9me3 peptide binding | AID 540317 | Potency, µM (highest dose often 114 µM), inactives show at the top dose activity change, negative = inhibition, actives largely listed as inhibitors; also: nearly all actives have a fitted effect of over 70% in size; inactives centre near 23
Target sequence (P83916 whole entry, looked up): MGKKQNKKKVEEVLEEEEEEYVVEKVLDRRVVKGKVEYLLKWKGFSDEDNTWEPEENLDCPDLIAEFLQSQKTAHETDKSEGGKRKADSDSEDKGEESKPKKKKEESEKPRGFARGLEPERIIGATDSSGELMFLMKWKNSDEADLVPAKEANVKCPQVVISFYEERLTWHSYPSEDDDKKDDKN
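Compound inhibition of the preformed complex between 50 nM HP1-beta and 50 nM biotinylated H3K9me3 peptide was read by AlphaScreen. Buffer was PBS pH 7.4 with 0.01% Tween-20. Incubations ran 30 min at room temperature, with 10 ug/mL donor/acceptor beads.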
BLM inh = inhibitors of human Bloom syndrome helicase BLM | P54132 | recombinant BLM DNA unwinding, fluorescence dequenching | Potency, µM (series often up to 56.1 µM), for the others: top-dose activity change, negative = inhibition, most hits filed as inhibitors | hit rate 0.2% among 350,000 | AID 2528;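 also: plate controls were vehicle for no effect and no enzyme for full effect; nearly all actives have a fitted effect of over 35% in size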
Pin1 inh = human Pin1 inhibition; Q13526; Pin1 FP peptide displacement, HiFluor488, 10 min; Potency, µM (series often up to 115 µM), inactives show at the highest dose activity, negative = inhibition, usual class: inhibitors; hit rate 0.009% among 390,000; AID 504891; active = well fitted inhibition curve with a large enough effect in the polarisation, with a control signal flat, not every such curve was filed as active; inconclusive = small, poorly fitted or top-dose-only effect, or effect the other way, or a change in a side signal; inactive = no such curve, though single readings can be large or run the other way; the % refers to the polarisation; also: % is scaled to controls: 0 for no effect and ±100 for the full control effect
Target sequence (Q13526 whole entry, looked up): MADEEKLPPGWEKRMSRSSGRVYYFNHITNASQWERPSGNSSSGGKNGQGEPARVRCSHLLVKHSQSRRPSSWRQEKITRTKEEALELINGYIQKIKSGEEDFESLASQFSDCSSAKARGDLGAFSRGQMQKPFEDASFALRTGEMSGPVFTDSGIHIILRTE
BAZ2B inh = blocks human BAZ2B; Q9UIF8; AlphaScreen BAZ2B-H3K14Ac peptide displacement; Potency, µM (titrated, usually from 114 µM), for inactives: at the highest dose activity change, negative = inhibition, usual class: inhibitors; hit rate 4.4% among 360,000; AID 504333; also: % is scaled to controls: 0 for no effect and ±100 for the full control effect; nearly all actives have a fitted effect of over 60% in size
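Complex of BAZ2B and biotin-H3K14Ac (50 nM apiece) forms over 30 min at RT, then faces library compounds up to 110 uM for another 30 min; AlphaScreen beads added, 20 min dark incubation, luminescence read.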
G9a block = inhibitors of human histone lysine methyltransferase G9a; Q96KQ7; G9a H3K9 monomethylation, AlphaScreen, 2 h; Potency, µM (series often up to 102 µM), for the others: top-dose activity, negative = inhibition, usual class: inhibitors; hit rate 8.8% among 350,000; AID 504332; also: % is scaled to controls: 0 for no effect and ±100 for the full control effect; nearly all actives have a fitted effect of over 75% in size
Target sequence (Q96KQ7 913-1193 limits assumed): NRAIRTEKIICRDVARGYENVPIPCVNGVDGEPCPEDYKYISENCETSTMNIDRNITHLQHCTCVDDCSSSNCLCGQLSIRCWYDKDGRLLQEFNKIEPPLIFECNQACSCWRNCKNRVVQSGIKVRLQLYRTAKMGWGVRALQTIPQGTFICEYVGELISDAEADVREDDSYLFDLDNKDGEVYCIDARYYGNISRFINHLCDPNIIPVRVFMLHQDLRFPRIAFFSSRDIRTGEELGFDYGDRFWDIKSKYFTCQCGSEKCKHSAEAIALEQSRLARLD
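G9a (20 nM) was preincubated 15 min with compound, then reacted 2 h at room temperature with 500 nM biotin-H3K9 peptide and 20 µM SAM. Monomethyl-H3K9 detected by AlphaScreen using anti-H3K9me1 antibody.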
GLS inh = glutaminase GLS (human) inhibition; hit rate 0.21% among 410,000; Potency, µM (doses to about 45.5 µM), without a hit: top-dose activity change, negative = inhibition, actives largely listed as inhibitors; GLS enzymatic activity, qHTS titration; AID 624170; also: % is scaled to controls: 0 for no effect and ±100 for the full control effect
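Glutamate formation by hKGA was monitored fluorometrically using coupled glutamate oxidase, HRP and Amplex Red. Substrate was added as 1 mM L-glutamine solution; incubation was 30 min at RT after an initial read.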
POLI inh = inhibitors of human DNA polymerase iota; Q9UNA4; Pol iota fluorescent replication assay, 10 min; Potency, µM (doses to about 115 µM), for the others: top-dose activity, negative = inhibition, hits mostly inhibitors; hit rate 1% among 390,000; AID 588590
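Pol iota at 10 nM preincubated 15 min with compounds at room temperature; reaction started with fluorescent substrate, 50 nM final. Fluorescence read kinetically at 0 and 10 min; buffer-only wells as negative control.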
PGK inhibitor = inhibitors of T. brucei phosphoglycerate kinase; PGK/GAPDH coupled, Kinase-Glo luminescence, 60 min; Potency, µM (highest dose often 57.5 µM), for the others: at the top dose activity change, negative = inhibition, actives largely listed as inhibitors; hit rate 0.043% among 380,000; also: % is scaled to controls: 0 for no effect and ±100 for the full control effect; nearly all actives have a fitted effect of over 60% in size
Target sequence (P07378 whole entry, looked up): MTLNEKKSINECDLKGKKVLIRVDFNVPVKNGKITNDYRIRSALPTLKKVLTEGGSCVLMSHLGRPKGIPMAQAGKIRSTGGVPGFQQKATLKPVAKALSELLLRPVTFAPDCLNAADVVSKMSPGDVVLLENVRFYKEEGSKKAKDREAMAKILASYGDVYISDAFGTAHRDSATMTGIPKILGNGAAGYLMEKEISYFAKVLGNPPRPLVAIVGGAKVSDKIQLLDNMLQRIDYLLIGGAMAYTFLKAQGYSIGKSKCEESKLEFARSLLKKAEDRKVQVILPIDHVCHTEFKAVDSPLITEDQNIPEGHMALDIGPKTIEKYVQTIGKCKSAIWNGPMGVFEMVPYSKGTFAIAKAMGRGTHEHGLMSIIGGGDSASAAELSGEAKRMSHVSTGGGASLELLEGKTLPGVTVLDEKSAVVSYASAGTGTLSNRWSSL
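Recombinant glycosomal PGK reaction used 1,3-bisphosphoglycerate generated in-well by GAPDH (100nM final) in 100mM TEA pH 7.6, 5mM MgCl2, 0.01% Tween-20. After 60 minutes at room temperature, ATP was read by Kinase-Glo Plus luminescence end-point.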
JMJD2A Tudor inh = JMJD2A Tudor domain (human) inhibition. O75164. AlphaScreen JMJD2A-Tudor / H3K4me3 peptide binding. Potency, µM (highest dose often 114 µM), inactives show at the highest dose activity change, negative = inhibition, actives largely listed as inhibitors. hit rate 4.4% among 390,000; also: % is scaled to controls: 0 for no effect and ±100 for the full control effect; nearly all actives have a fitted effect of over 50% in size
An asterisk follows results filed as active; i = inactive; ? = inconclusive; . = no result given; & = joins results of further samples; [ ] = dose if it differs, or a comment. Unless noted, calls follow the shape of the dose curve; as a rule, active = well fitted curve in the direction sought with a large enough effect; inconclusive = small, poorly fitted or top-dose-only effect, or another doubt; inactive = no such curve, though single readings can be large; an effect the other way counts as inactive or inconclusive. Potency is read from the fitted curve at half-maximal effect. This is a subset, so the mix of outcomes need not match the whole.

JMJD2A Tudor inh | BAZ2B inh | G9a block | HP1b chromo inh | POLI inh | PGK inhibitor | Pin1 inh | GLS inh | BLM inh | Compound
15% | -2% | 12%[59 µM] | 60%[activator] | 36%[activator] | 9% | 18% | 6% | -5% | CCc1ccc(-n2c(=O)c3cccnc3n2CC(=O)Nc2ccccc2C(F)(F)F)cc1
-4% | -2% | 20%[59 µM] | 22% | -3% | -4% | 2% | -4% | -1% | CC(C)CCNC(=O)C(C)N(Cc1ccc(F)cc1)C(=O)c1ccc(CN2CCCCC2)o1 (centres undefined)
-34% | -36% | ? | ? | 11% | -4% | 3% | 1% | -5% | Cc1ccc(C(=O)c2cc([N+](=O)[O-])ccc2N2CCCCC2)c(C)c1
-3% | -11% | 16%[12.7 µM] | 44%[activator] | 11% | i | 0% | -8% | -4% | CCN(CC)C(=O)CSc1ncnc2sccc12
-10% | -14% | -8% | 45%[activator] | ? | i | 8% | -3% | -5% | COc1cc(C(=O)Nc2ccc(C)cc2)c2ccccc2n1
-5% | . | . | 24% | 20% | i | 2% | 5% | . | O=P1(NC2CCCC2)OCC2(CO1)COP(=O)(NC1CCCC1)OC2 (centres undefined)
-10%&1% | -11%&1% | 7% | 10%&41% | 63%&-8%[activator] | -2%&-5% | 1%&-5% | -6%&12% | -1%&-4% | COc1cc2c(=O)n(CCC(=O)NCC3CCCO3)c(=O)n(CC(=O)Nc3ccccc3C)c2cc1OC (centres undefined)
-24% | -6% | ? | 17% | ? | -2% | 4% | 10% | 2% | COc1ccccc1C(c1nnnn1Cc1ccccc1)N1CCC(C(N)=O)CC1 (centres undefined)
-13% | . | ? | 57%[activator] | 52%[activator] | i | -17% | -3% | 2% | CCN(Cc1cc(=O)n2ccsc2n1)Cc1nc2ccccc2c(=O)[nH]1
5% | 3% | 12% | 24% | 95%[activator] | 10% | 2% | -1% | 0% | CS(=O)(=O)N1CCN(C(=O)COc2ccccc2)CC1
-28% | 6% | -22% | 11% | 13% | 0% | 5% | -2% | 1% | Cc1ccccc1NC(=O)CCN1CCN(C/C=C/c2ccccc2)CC1
-17%[57.1 µM] | -5% | -9% | 27% | 102%[activator] | 0% | 0% | -3% | 1% | COc1cc(OC)c(NS(=O)(=O)c2cc(C(=O)OCC(=O)NCC3CCCO3)ccc2OC)cc1Cl (centres undefined)
-5% | 2% | 53%[activator] | 26% | -13% | -6% | -2% | -1% | -1% | O=C(NCCCN1CCCC1=O)Nc1ccc(Br)cc1Cl
-31% | 79µM* | ? | 5% | 14% | -5% | -5% | 13% | 1% | COc1ccc(/C(O)=C2\C(=O)C(=O)N(CCN(C)C)C2c2cc(OC)c(OC)c(OC)c2)c(C)c1 (centres undefined)
? | -33% | 22%[59 µM] | 1% | -13% | i | 6% | 54%[activator] | -5% | Cc1ccc(OS(=O)(=O)c2ccccc2)c(/C=N/N=C2\NC(=O)C(C)S2)c1 (centres undefined)
-5% | -15% | -1%[59 µM] | 27% | 43%[activator] | i | 6% | 2% | -3% | COc1ccc(CCNC(=O)c2ccc3c(Cl)c4c(nc3c2)CCCC4)cc1OC
-7% | 4% | 11% | 65%[activator] | 16% | 5% | -5% | 37%[activator] | -1% | CCCc1cc(=O)oc2c(CN3CCN(C)CC3)c(O)c(Cl)cc12
-12% | ? | -4%[59 µM] | 26% | 24% | 2% | 0% | 6% | -7% | O=C1OC(C(=O)Nc2cc(C(F)(F)F)ccc2Cl)Cc2ccccc21 (centres undefined)
13µM* | 10µM* | ? | ? | 18% | 0% | -3% | -7% | -12% | CCOc1ccc(-n2c(-c3ccc(Br)cc3)cc3c2CC(C)(C)CC3=O)cc1
? | -4% | 7% | 10% | 22% | 3% | -12% | 2% | -12% | CCc1cc(C(=O)Cc2ccccn2)c(O)cc1O
21% | 9% | 6%[59 µM] | 33%[activator] | 9% | -7% | -1% | . | 0% | O=c1cc(CO)occ1OCc1cccc(C(F)(F)F)c1
-32% | -17% | 18%[59 µM] | -16% | 26% | -2% | 1% | 5% | -6% | CCOc1cc(C(=O)OCc2cc(=O)n3nc(C4CC4)sc3n2)cc(OCC)c1OCC
-15% | 3% | -5% | 29% | 1% | -7% | -3% | -6% | -1% | COC(=O)c1c(C)[nH]c(C(=O)COC(=O)Cc2ccc3c(c2)OCCO3)c1C
-26% | -2% | 6%[59 µM] | 9% | 14% | -3% | -1% | 15% | -9% | Cc1ccc(NS(=O)(=O)c2ccc(C)c(NC(=O)COc3ccccc3)c2)c(C)c1
2.8µM* | ? | 6.3µM* | ? | 21% | i | -9% | 22% | 1% | O=C(C1CCN(Cc2ccccc2O)CC1)N1CCN(Cc2ccc3c(c2)OCO3)CC1
3% | 7% | 4% | 30% | -1% | -5% | 1% | -2% | -1% | Cc1cc(OCC(=O)NC(C)C)cc(C)c1Br
-15% | -20% | 5%[59 µM] | 25% | ? | -7% | 75%[activator] | -4% | -6% | CC(=O)c1ccc(NC(=O)CN(C)S(=O)(=O)c2cc3c(cc2Cl)NC(=O)CO3)cc1
-27% | -6% | 5% | 36% | 36%[activator] | -9% | -4% | -1% | -2% | Cc1onc(-c2c(F)cccc2Cl)c1C(=O)OCC(=O)c1c(N)n(C)c(=O)n(C)c1=O
20µM* | 35µM* | ? | ? | -6% | i | -1% | -7% | 0% | CCCS(=O)(=O)N1CCN(Cc2ccncc2)CC1
? | ? | 19% | 24% | 104%[activator] | 6% | 12% | 4% | -12% | Cc1ccc(/C=N/NC(=O)c2ccc(NC(=O)c3ccc(Cl)cc3)cc2)o1
-12% | -9% | -26% | 26% | 120%[activator] | i | 9% | -7% | -15% | O=C(COC(=O)c1ccc(NS(=O)(=O)c2cccs2)cc1O)NCc1ccccc1
2% | -8% | -46%[12.7 µM] | 26% | 4% | 0%[11.5 µM] | 0% | 1% | -2% | CC1(C)Cc2ccccc2-c2nnnn21
-12% | -18% | 3% | 38% | 102%[activator] | -8% | -3% | -7% | -9% | Cc1ccc(-c2csc3nc[nH]c(=O)c23)cc1C
-22% | 14% | -48% | 13% | ? | i | -7% | -4% | 0% | Cc1ccsc1C(C(=O)NC1CCCCC1)N(C(=O)Cc1cccs1)C1CC1 (centres undefined)
-12% | -7% | 1%[59 µM] | 26% | 13% | -2% | ? | 1% | -1% | N#C/C(=C\c1ccc(Cl)cc1)c1nc2ccccc2o1
-5% | -28% | -2% | 43%[activator] | 27% | 8% | -7% | -4% | -4% | COc1ccccc1CN1CCNC(=O)C1CC(=O)NCc1cn(C)nc1C (centres undefined)
9% | -3% | . | 35% | 25% | 0% | -4% | -1% | 0% | COc1cccc(CN2CC(C(=O)N(C)Cc3nc4ccc(F)cc4[nH]3)CCC2=O)c1 (centres undefined)
-5% | -7% | -26%[0.501 µM] | 24% | 38%[activator] | -1% | 2% | 1% | -4% | CN(C)CCNC(=O)Cn1nc(-c2ccc(Cl)cc2)ccc1=O
? | -19% | ? | 12% | -9% | i | 50%[activator] | -2% | -4% | Cc1ccc(Cl)cc1N1CCN(C(c2ccc(F)cc2)c2nnc(-c3ccccc3)o2)CC1 (centres undefined)
-20% | ? | . | -6% | -3% | -6% | -5% | 10% | -3% | CN(CCCC(=O)NCc1ccc2c(c1)OCO2)S(=O)(=O)c1ccc([N+](=O)[O-])cc1
-3% | 1% | 5%[59 µM] | 49%[activator] | 12% | -7% | -2% | -5% | -2% | CC(C)NC(=O)c1ccc2c3n(nc2c1)-c1ccc(Cl)cc1CO3
1%[11.4 µM] | -39% | -30% | 9% | 36%[activator] | i | -8% | 4% | -14% | O=C(NCc1ccccc1)C(=O)NCC(c1ccco1)N1CCN(c2ccccc2F)CC1 (centres undefined)
-8% | -14%[57.1 µM] | 6% | 53%[activator] | 14% | -9% | -5% | -9% | 1% | CC1CCCN(C(=O)C2CCN(S(=O)(=O)c3cccc4nsnc34)CC2)C1 (centres undefined)
3% | 7% | 3%[59 µM] | ? | 58%[activator] | i | 14% | 4% | -4% | CCC(C)(C(=O)NC1CCCCC1)N(Cc1cccs1)C(=O)c1ccccn1 (centres undefined)
-3% | 0% | -5% | 45%[activator] | 103%[activator] | -5% | -3% | -1% | -2% | O=C(NCc1cccs1)c1ccc(S(=O)(=O)N2CCOCC2)cc1
-23% | -16% | -8% | 20% | 6% | 3% | ? | 9% | -5% | COCCCNc1nc2nonc2nc1N1CCN(Cc2cccc(C)c2)CC1
-34% | ? | 5%[59 µM] | 6% | 26% | 2% | 0% | 12% | -13% | COc1ccc(OCCn2cc(/C=N/NC(=O)c3ccncc3)c3ccccc32)cc1
-11% | -6% | 10%[59 µM] | -6% | 0% | i | 2% | -13% | -2% | COc1ccccc1CNC(=O)CSc1cc(C)[nH]c(=O)n1
? | ? | -6%[59 µM] | -11% | ? | -3% | 9% | 4% | -15% | O=C1CCCC2=C1C(c1ccco1)Nc1ccc(C(=O)c3ccccc3)cc1N2 (centres undefined)
-31% | -23% | ? | 24% | 28% | -7% | 3% | -2% | -7% | COc1ccc(CN2CCNC(=O)C2CC(=O)NC2CC(C)(C)CC(C)(C)C2)cc1OC (centres undefined)
-3% | 9% | 11% | 24% | 16% | -1% | 1% | 7% | 2% | Cc1cc(N2CCC(C(=O)NC3CC3)CC2)nc(-c2ccccc2)n1
-32% | -29% | 11µM* | 16% | 28µM* | 1% | ? | 17% | 0% | Cc1ccc(S(=O)(=O)/N=C2/NC(=O)/C(=C/c3cc([N+](=O)[O-])ccc3O)S2)cc1
-15% | -28% | 3%[0.0925 µM] | 34%[activator] | -1% | -5% | -3% | -6% | -1% | CCCn1nnc(NC(=O)c2cccc(Cl)c2)n1

Just G9a block, for four of the compounds above:
canonical_smiles | G9a block
COCCCNc1nc2nonc2nc1N1CCN(Cc2cccc(C)c2)CC1 | -8%
COc1ccc(OCCn2cc(/C=N/NC(=O)c3ccncc3)c3ccccc32)cc1 | 5%[59 µM]
COc1ccccc1CNC(=O)CSc1cc(C)[nH]c(=O)n1 | 10%[59 µM]
O=C1CCCC2=C1C(c1ccco1)Nc1ccc(C(=O)c3ccccc3)cc1N2 (centres undefined) | -6%[59 µM]
